CXXC DNA block = qHTS Fluorescence Polarization Assay for Inhibitors of MLL CXXC domain - DNA interaction. Histone-lysine N-methyltransferase 2A (Homo sapiens), Q03164. Potency, µM (highest dose often 115 µM), inactives show at the top dose activity change, negative = inhibition, most hits filed as inhibitors. 0.037% of 290,000 active. MLL-CXXC / FITC-HOXA9 DNA fluorescence polarization. AID 2662, 2010; active = well fitted inhibition curve with a large enough effect in the polarisation, with a control signal flat, not every such curve was filed as active; inconclusive = small, poorly fitted or top-dose-only effect, or effect the other way, or a change in a side signal; inactive = no such curve, though single readings can be large or run the other way; the % refers to the polarisation; note: potency is the fitted concentration of half-maximal effect
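Fluorescence polarization: 7 uM MLL-CXXC (stock) preincubated 5 min with compounds, then 50 nM fluorescein-HOX-A9 DNA (stock) added; 30 min ambient. Buffer 50 mM Tris-HCl pH 7.5, 50 mM NaCl, 1 mM DTT, 0.05% BSA.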
TSHR antagonist = Antagonists of the Thyroid Stimulating Hormone Receptor: HTS campaign; Thyrotropin receptor (Homo sapiens), P16473; TSHR-expressing cells, TSH-stimulated cAMP HTRF, 2 h; stronger effect = lower value; activity change, negative = inhibition, % at 11.5 µM; 0.2% of 330,000 active; AID 504810, 2011;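 active = activity change below a set negative limit, meaning inhibition stronger than a set level, cut at about -70% in these data; inconclusive = activity change between two set negative limits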; note: % is set by controls: 0 for no effect and ±100 for the full control effect
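TSHR-expressing cells were treated with compounds, then stimulated with TSH at EC80 (4nM final) for 2 hours at 37 deg C. Cellular cAMP was measured by HTRF competition between lysate cAMP and cAMP-d2 for a cryptate-labelled anti-cAMP antibody.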
Menin-MLL TR inh = qHTS Assay for Inhibitors Targeting the Menin-MLL Interaction in MLL Related Leukemias: Competition With Texas Red Labeled MLL-derived Mutant Peptide | O00255 | Menin + Texas Red MLL mutant peptide, fluorescence polarization | Potency, µM (highest dose often 61.6 µM), without a hit: at the top dose FP activity change, negative = inhibition, most hits filed as inhibitors | 0.23% of 270,000 active | AID 1768, 2009; active = well fitted inhibition curve with a large enough effect in the polarisation, with a control signal flat, not every such curve was filed as active; inconclusive = small, poorly fitted or top-dose-only effect, or effect the other way, or a change in a side signal; inactive = no such curve, though single readings can be large or run the other way; the % refers to the polarisation; note: potency is the fitted concentration of half-maximal effect; % of control where 0% means no effect; many of its hits are not listed in these tables
MBNL1-CUG inh = qHTS Assay for Inhibitors of MBNL1-poly(CUG) RNA binding. TR-FRET MBNL1-His/biotin-(CUG)12 binding, 665/545 ratio. Potency, µM (top dose mostly 57.5 µM), for inactives: top-dose activity change, negative = inhibition, most hits filed as inhibitors. 0.036% of 280,000 active; active = well fitted inhibition curve with a large enough effect in the signal ratio, with a control signal flat, not every such curve was filed as active; inconclusive = small, poorly fitted or top-dose-only effect, or effect the other way, or a change in a side signal; inactive = no such curve, though single readings can be large or run the other way; the % refers to the signal ratio; note: potency is the fitted concentration of half-maximal effect; % is set by controls: 0 for no effect and ±100 for the full control effect
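His-tagged MBNL1 binding to biotinylated (CUG)12 RNA was measured by TR-FRET using terbium anti-His antibody (0.055 ng/ul final) and streptavidin-XL665 (5 nM final). Compounds were titrated 92 nM to 58 uM; 60 min at room temperature.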
Mito fusion act = qHTS Assay for Small Molecule Inhibitors of Mitochondrial Division or Activators of Mitochondrial Fusion; S. cerevisiae fusion-defective mutant growth rescue, CellTiterGlo 48 h; Potency, µM (titrated, usually from 46.1 µM), for the others: at the top dose growth rescue (activation), hits mostly activators; 0.23% of 320,000 active;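 note: potency is the fitted concentration of half-maximal effect; % of control where 0% means no effect; nearly all actives have a fitted effect of over 45% in size; temperature-sensitive fusion mutants such as fzo1-1 at 37 °C on non-fermentable ethanol glycerol medium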
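S. cerevisiae fusion-defective temperature-sensitive mutants (e.g. fzo1-1, mgm1-5) grown 48 h at 37C in YPEG (ethanol/glycerol non-fermentable) medium with 23 nl compound per well; growth rescue read as CellTiterGlo luminescence.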
PTAP TSG101 blk = qHTS Assay for Iinhibitors of HIV-1 Budding by Blocking the Interaction of PTAP/TSG101 | 340,000 tested, under 10 active | Fluorescence polarization, FITC-PTAP peptide / Tsg101 binding | Potency, µM (highest dose often 115 µM), for the others: top-dose activity change, negative = inhibition, usual class: inhibitors | Tumor susceptibility gene 101 protein (Homo sapiens), Q99816; active = well fitted inhibition curve with a large enough effect in the main read-out, with a control signal flat, not every such curve was filed as active; inconclusive = small, poorly fitted or top-dose-only effect, or effect the other way, or a change in a side signal; inactive = no such curve, though single readings can be large or run the other way; note: potency is the fitted concentration of half-maximal effect; % of control where 0% means no effect
Target sequence (Q99816 whole entry, looked up): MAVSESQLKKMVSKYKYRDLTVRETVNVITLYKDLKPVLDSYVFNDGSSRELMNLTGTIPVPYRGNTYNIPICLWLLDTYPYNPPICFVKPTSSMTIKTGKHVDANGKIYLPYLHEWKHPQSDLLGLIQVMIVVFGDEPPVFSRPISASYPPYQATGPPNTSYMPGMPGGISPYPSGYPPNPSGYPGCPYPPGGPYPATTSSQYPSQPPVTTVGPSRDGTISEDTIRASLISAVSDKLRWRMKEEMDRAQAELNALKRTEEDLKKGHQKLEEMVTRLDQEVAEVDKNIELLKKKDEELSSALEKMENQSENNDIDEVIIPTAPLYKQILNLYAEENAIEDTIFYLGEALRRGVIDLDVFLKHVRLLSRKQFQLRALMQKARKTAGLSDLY
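Compounds were pin-transferred onto Tsg101 binding domain (10 uM final) in HEPES pH 7.5 buffer, then FITC-PTAP peptide was added at 50 nM final. After 20 min at RT, polarization reported peptide displacement across a qHTS concentration series.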
AT treatment = qHTS Assay for Identifying a Potential Treatment of Ataxia-Telangiectasia; […] A-T fibroblasts, KAP-1 phosphorylation AlphaLISA; neocarzinostatin DNA damage 30 min before lysis; Potency, µM (top dose mostly 57.5 µM), for inactives: at the highest dose activation, hits mostly activators; 0.19% of 320,000 active; note: potency is the fitted concentration of half-maximal effect; % of control where 0% means no effect; nearly all actives have a fitted effect of over 45% in size
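hTERT-immortalized A-T patient fibroblasts ([…]), 500 cells/well in OPTI-MEM, 1% FBS, got compounds for 60 min, then NCS for 30 min at 37C. Lysates were then assayed for phospho-KAP-1 by AlphaLISA (anti-pKAP1 donor, anti-KAP1 acceptor beads), 6 hr at 25C.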
TCR act = Activators of T cell receptors: qHTS campaign. primary human leukocytes, anti-CD3, IL-2 HTRF, 48 h. Potency, µM (top dose mostly 9.22 µM), inactives show at the top dose activation of IL-2 secretion, most hits filed as activators. 330,000 tested, under 10 active; note: % of control where 0% means no effect
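Primary human leukocytes were stimulated with a-CD3 beads plus compounds for 48 hr without co-stimulation; secreted IL-2 was quantified by HTRF using a-IL-2-K (europium cryptate) and a-IL-2-d2, excited at 320nm with acceptor emission read at 665nm.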
S-ASM inh = Inhibitors of Secretory Acid Sphingomyelinase (S-ASM): qHTS | placental ASM, HMU-PC fluorogenic substrate, 60 min | Sphingomyelin phosphodiesterase (Homo sapiens), P17405 | 0.006% of 340,000 active | Potency, µM (titrated, usually from 57.5 µM), for inactives: top-dose activity change, negative = inhibition, most hits filed as inhibitors | AID 504937, 2011; note: potency is the fitted concentration of half-maximal effect
Target sequence (P17405 47-631 limits assumed): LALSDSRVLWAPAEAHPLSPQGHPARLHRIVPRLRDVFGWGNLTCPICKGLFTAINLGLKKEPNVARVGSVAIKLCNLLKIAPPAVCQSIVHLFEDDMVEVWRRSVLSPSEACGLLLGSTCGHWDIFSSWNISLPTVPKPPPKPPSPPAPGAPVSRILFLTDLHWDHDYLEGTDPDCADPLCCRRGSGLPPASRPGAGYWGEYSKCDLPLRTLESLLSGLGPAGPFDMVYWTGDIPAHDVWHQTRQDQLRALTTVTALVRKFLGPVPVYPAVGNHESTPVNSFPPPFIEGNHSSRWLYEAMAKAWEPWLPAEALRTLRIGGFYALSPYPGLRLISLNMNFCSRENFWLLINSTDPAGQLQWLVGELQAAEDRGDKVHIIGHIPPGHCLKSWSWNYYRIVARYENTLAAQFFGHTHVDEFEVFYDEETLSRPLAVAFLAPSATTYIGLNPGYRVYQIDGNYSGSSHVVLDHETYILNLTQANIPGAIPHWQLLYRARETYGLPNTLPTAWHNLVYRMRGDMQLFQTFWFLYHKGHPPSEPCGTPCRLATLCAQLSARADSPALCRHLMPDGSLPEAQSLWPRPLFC
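Steps: dispense placental human ASM, pin compound, wait 10 min at room temperature, add HMU-PC0 substrate at 9 uM final, incubate 60 min at 37 °C, add stop solution raising pH to 10, read fluorescence.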
a7 integrin act = qHTS for Activators of Integrin-Mediated Alleviation for Muscular Dystrophy; AID 624291, 2012; 0.064% of 350,000 active; alpha7betagal myoblasts, beta-gal FDG fluorescence, 48 h; Potency, µM (highest dose often 38.3 µM), without a hit: at the highest dose activation, usual class: activators;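 note: potency is the fitted concentration of half-maximal effect; 100% = response of the positive control SU9516; nearly all actives have a fitted effect of over 60% in size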
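Alpha7betagal+/- myoblasts (passage 13) were plated 16-24 hr, then exposed to compounds (1:260 dilution of DMSO stock) for 48 hours at 37C. After MPER lysis, β-galactosidase reporter activity was read as FDG fluorescence (ex 480/em 540) after 30 minutes.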
* hit, by the source's call; i = inactive; ? = inconclusive; nt = not tested or not shown; [ ] = dose if it differs, or a comment. Unless noted, calls come from the whole dose curve; as a rule, active = well fitted curve in the direction sought with a large enough effect; inconclusive = small, poorly fitted or top-dose-only effect, or another doubt; inactive = no such curve, though single readings can be large; an effect the other way counts as inactive or inconclusive.

SMILES	CXXC DNA block	TSHR antagonist	Menin-MLL TR inh	MBNL1-CUG inh	Mito fusion act	PTAP TSG101 blk	AT treatment	TCR act	S-ASM inh	a7 integrin act
COc1ccc(OC)c(C2C(C(=O)c3ccco3)=C(O)C(=O)N2CCN2CCOCC2)c1 (stereo not drawn)	-3%	13	nt	16%	-2%	nt	4%	nt	nt	nt
O=C(Nc1ccncc1)Nc1cc(Cl)ccc1Cl	10%	?	?	-3%	-3%	-6%	-12%	-5%	-1%	2%
O=C(c1ccccc1)c1ccc(Oc2ncccn2)cc1	5%	6	10%	9%	2%	-5%	-3%	nt	-1%	8%
Cn1cc(CN2CCCC(CNC(=O)c3ccc4c(c3)OCO4)C2)c2ccccc21 (stereo not drawn)	9%	-6	-2%	-5%	-5%	-3%	2%	nt	3%	-19%
CCc1noc(C)c1C(=O)Nc1nnc(C2CCCCC2)s1	10%	-13	-21%	-5%	13%	nt	-5%	nt	nt	nt
CCN(CCn1cccn1)C(=O)c1cc(COc2cccc3cccnc23)on1	3%	3	1%	10%	-4%	-2%	-3%	3%	2%	6%
Cc1ccc(N(CCCCN2C(=O)c3ccccc3C2=O)C(=O)c2cccs2)cc1	2%	-3	?	10%	-3%	3%	-4%	-1%	-10%	-5%
COc1ccccc1NC(=O)c1ccc(NC(=O)COC(=O)c2ccc(O)cc2)cc1	nt	-22	nt	nt	4%	-4%	6%	-3%	-9%	10%
CCc1cccc(CC)c1NC(=O)/C(C#N)=C/c1ccccc1C(F)(F)F	10%	-11	1%	6%	-12%	-6%	15%	0%[46.1 µM]	-3%	-53%[inhibitor]
C/C(CC(=O)Nc1cccc(C(F)(F)F)c1)=N\NC(=O)Cc1ccccc1	1%	-7	12%	-5%	-9%	-2%	-2%	-3%	3%	?
O=C(CSc1nnnn1-c1ccccc1)Nc1ncc2c(n1)CC(c1ccccc1)CC2=O (stereo not drawn)	31%[activator]	-7	nt	2%	0%	-2%	3%	-9%	3%	-6%
CCn1ncc([N+](=O)[O-])c1C(=O)Nc1cc(C)on1	5%	4	7%	7%	1%	-2%	0%	-5%[46.1 µM]	4%	18%
CCOc1cc(N2CCOCC2)c(OCC)cc1NC(=O)c1ccc(OC)cc1	4%	-32	?	nt	4%	-1%	8%	8%	0%	-12%
O=C(N/N=C/c1ccc(-c2ccccc2C(=O)O)o1)c1cccs1	-5%	16	-10%	15%	3%	-2%	-6%	1%[46.1 µM]	8%	-10%
COc1ccc(OCC(=O)Nc2ccc(N3CCC(C)CC3)cc2)cc1	-10%	1	0%	-6%	2%	-1%	2%	4%	0%	-3%
COc1ccc(C(=O)Nc2ccccc2C(=O)Nc2ccccn2)cc1	6%	12	15%	8%	3%	1%	16%	0%	-2%	-7%
CCCC(NC(=O)CCc1c(C)c2cc3c(-c4ccccc4)coc3cc2oc1=O)C(=O)O (stereo not drawn)	4%	-8	-10%	-2%	15%	-4%	10%	0%	39%[activator]	5%
C/C(=N\NC(=O)c1ccc(Cl)cc1)c1ccc(N2CCOCC2)cc1	0%	10	0%	nt	1%	-3%	-8%	10%[46.1 µM]	19%	17%
CN(C)S(=O)(=O)c1ccc(N2CCCC2)c(C(=O)Nc2nc3ccc(F)cc3s2)c1	13%	-2	10%	165%[activator]	0%	-2%	1%	1%[46.1 µM]	-7%	-21%
C=CCn1c(SCC(=O)Nc2c(C)cccc2C)nnc1-c1cnccn1	-6%	2	-1%	-3%	2%	4%	3%	7%	-8%	8%
NNC(=O)CSCc1nc(-c2ccccc2)cs1	-2%	5	nt	-23%	2%	-3%	-1%	11%	1%	-14%
O=C(NCCCn1ccnc1)C(=O)NC1CCCCC1	-3%	4	2%	-2%	-6%	0%	0%	2%	-3%	0%
COc1ccc(OC)c(NC(=O)CSc2nnc(Cc3cccn3C)n2CCc2ccccc2)c1	1%	-6	10%	-12%	4%	nt	2%	nt	1%	-4%
Cc1ccc(Cl)cc1N1CCN(C(=O)COc2ccc(S(=O)(=O)NC(C)C)cc2)CC1	-2%	-28	0%	6%	1%	-2%	7%	-2%	-12%	8%
CCn1c(SCC(=O)N/N=C(\C)c2ccncc2)nnc1-c1ccccc1	-7%	9	-24%	7%	12%	-2%	3%[11.5 µM]	9%	0%	0%
SMILES	CXXC DNA block	TSHR antagonist	Menin-MLL TR inh	MBNL1-CUG inh	Mito fusion act	PTAP TSG101 blk	AT treatment	TCR act	S-ASM inh	a7 integrin act
Cc1cc(C(=O)O)c(C)n1Cc1ccncc1	-2%	-26	nt	nt	5%	-3%	2%	3%	-1%	16%
CCO[C@H]1OC(C(=O)N2CCN(Cc3ccccc3)CC2)=C[C@@H](c2cn(C(C)=O)c3ccccc23)[C@@H]1CCCO	2%	-5	-16%	13%	-2%	-11%	-16%	5%	3%	-18%
Cc1cc2nc3c(c(=O)n2[nH]1)CCCC3	1%	5	-4%	-4%	0%	-2%	1%	-49%	-1%	-8%
Cc1ccccc1NC(=O)n1ncc2cc(Cl)ccc21	48%[activator]	-8	27%	-1%	4%	-6%	2%	-4%	5%	-8%
Cc1ccc(NC(NC(=O)c2cccs2)C(Cl)(Cl)Cl)cc1C (stereo not drawn)	-3%	nt	?	-4%	-2%	-4%	-1%	9%	-18%	-34%
O=C(CSc1n[nH]c(-c2ccccc2)n1)N1CCCC1	-20%	4	-16%	-6%	2%	-2%	-2%	-5%	1%	?
CC(=O)c1cccc(NC(=O)N(c2ccccc2)c2ccccc2)c1	2%	7	-5%	-3%	-7%	-2%	-1%	2%	1%	7%
CCOc1ccccc1OCC(=O)Nc1c(C)n(C)n(-c2ccccc2)c1=O	nt	-15	nt	nt	-4%	-1%	-1%	7%	2%	4%
C=CCc1c(O)c(CC)cc2c(C)cc(=O)oc12	15%	6	nt	-12%	1%	-2%	25%	1%	i	2%
COc1ccc(/C=N/n2cnnc2SCc2ccc(OC)cc2)cc1	0%	-3	0%	6%	1%	0%	7%	-3%	-14%	14%
O/N=C\c1ccc(-c2ccccc2)o1	0%	0	16%	11%	9%	0%	2%	0%[46.1 µM]	-1%	-7%
CC1(CC(=O)Nc2ccccc2)NC(=S)N(c2ccccc2)N1 (stereo not drawn)	10%	9	19%	-2%	-4%	1%	6%	-7%	0%	-10%
CC1CCC2(CC1)NC(=O)N(CC(=O)NC(=O)Nc1ccc3c(c1)OCCO3)C2=O (stereo not drawn)	0%	19	nt	nt	0%	0%	13%	3%	0%	13%
Cc1cccc(NC(=O)CN2C(=O)NC(Cc3ccccc3)C2=O)c1 (stereo not drawn)	3%	4	5%	4%	0%	0%	nt	-4%	-1%	-3%
COc1ccc(Nc2ccncc2[N+](=O)[O-])cc1	14%	-3	-13%	?	-4%	-1%	-1%	-6%	-3%	?
CCO[C@H]1OC(C(N)=O)=C[C@@H](c2ccc(Br)cc2)[C@@H]1CCCO	?	2	0%	-7%	1%	2%	4%	1%	-2%	20%
CCOC(=O)[C@H]1[C@H]2COc3ccc(Br)cc3[C@H]2N2C(=O)CN(Cc3ccc(C)cc3)C(=O)[C@@]12C	nt	nt	nt	nt	nt	-10%	nt	-3%	-7%	30%
O=C(Nc1ccc(C(=O)N2CCOCC2)cc1)c1cccc(Br)c1	-1%	-1	nt	8%	-1%	-3%	-2%	0%	-2%	-21%
COc1ccc(N2CC(C(=O)Nc3ccc([N+](=O)[O-])cc3Br)CC2=O)cc1 (stereo not drawn)	4%	2	14%	?	-15%	-14%	-1%	-4%	-1%	2%
Cc1nn(C(C)C(=O)N2CCOCC2)c(=O)c2nn(-c3ccccc3)c(C)c12 (stereo not drawn)	-1%	-7	nt	-5%	0%	2%	0%	9%	-20%	?
Cc1noc(C)c1S(=O)(=O)N(CC(=O)NCc1ccc2c(c1)OCO2)c1ccc(C(C)C)cc1	-2%	-46	10%	3%	3%	1%	6%	-12%	-1%	7%

A portion of the library; count on the stated rates, not on these rows.
